# sEH activator: soluble epoxide hydrolase activators, primary screen, biochemical, human sEH. activation, % at 2 µM. purified human sEH enzymatic activity, activator screen. Bifunctional epoxide hydrolase 2 (Homo sapiens), P34913. AID 717, 2007. actives 0.04% (n = 91,000); in the data active means activation above about 37%; further: values of inactives mirror those of a sister screen read the other way
# Target sequence (P34913 whole entry, looked up): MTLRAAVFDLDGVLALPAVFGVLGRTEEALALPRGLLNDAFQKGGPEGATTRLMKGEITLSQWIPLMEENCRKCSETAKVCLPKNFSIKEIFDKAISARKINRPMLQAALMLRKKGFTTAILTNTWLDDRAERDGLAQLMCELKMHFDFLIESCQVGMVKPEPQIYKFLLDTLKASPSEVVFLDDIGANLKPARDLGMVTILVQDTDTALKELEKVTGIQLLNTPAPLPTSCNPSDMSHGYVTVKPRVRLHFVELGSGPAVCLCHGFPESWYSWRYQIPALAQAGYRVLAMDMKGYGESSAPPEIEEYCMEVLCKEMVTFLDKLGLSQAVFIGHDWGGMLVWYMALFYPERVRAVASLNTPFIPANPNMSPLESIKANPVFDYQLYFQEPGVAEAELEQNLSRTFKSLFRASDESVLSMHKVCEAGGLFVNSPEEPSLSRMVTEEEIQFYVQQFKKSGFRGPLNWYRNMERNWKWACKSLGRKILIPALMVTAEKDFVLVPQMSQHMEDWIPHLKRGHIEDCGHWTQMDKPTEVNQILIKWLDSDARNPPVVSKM
# VCAM1 TNFa inh: inhibitors of TNFa-induced VCAM1 expression, primary screen, imaging, HUVEC, TNFa stimulus, immunofluorescence | inhibition, % at 2 µM | HUVEC TNFa-induced VCAM-1 immunofluorescence, high-content imaging | AID 802, 2007 | actives 0.48% (n = 95,000);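 active means inhibition above the batch mean plus 3 SD, with images confirmed as a hit by eye, cut at about 37% in these data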;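 further: 0% = TNF-stimulated DMSO wells and 100% = unstimulated control wells; not every result past the cut was called active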
# Smad3 inh: Smad3/FoxH1 peptide binding inhibitors, primary screen, biochemical, TR-FRET | Mothers against decapentaplegic homolog 3 (Homo sapiens), P84022 | TR-FRET Smad3/Dy647-FoxH1 peptide binding, europium anti-His | inhibition, % at 25 µM | actives 0.29% (n = 88,000) | AID 630, 2007;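 active means compounds that reduce the energy-transfer binding signal between the protein and its labelled peptide by more than half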;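 further: 0% = Smad3 plus labelled peptide maximal FRET and 100% = peptide-only background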
# HUVEC tox IL1B: cytotoxicity in IL-1B stimulated HUVEC, primary screen, cytotoxicity control for IL-1B NFkB translocation project, imaging, Hoechst nuclear count, IL-1B stimulus. AID 845, 2007. actives 0.41% (n = 94,000). cell count reduction, % at 2 µM. HUVEC cell count loss;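 active means cell count reduction more than 3 SD above the screen-wide mean, cut at about 70% in these data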;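 further: normalized per plate to untreated control cells as the no-loss baseline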
# cytoskel mod: modifiers of F-actin cytoskeleton organization, primary screen, imaging, HUVEC, phalloidin staining, high-content imaging | HUVEC TNFa F-actin phalloidin imaging | inhibition, % at 2 µM | actives 0.18% (n = 91,000) | AID 836, 2007;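 active means inhibition above the batch mean plus 3 SD and confirmed as a hit by visual image inspection, cut at about 30% in these data, passing the limit was not always enough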; further: strong numbers were not always called active
# HUVEC tox TNFa: cytotoxicity in TNFa-stimulated HUVEC, primary screen, cytotoxicity control for VCAM1 expression modulator project, imaging, Hoechst nuclei count. cell count reduction, % at 2 µM. actives 0.17% (n = 93,000). HUVEC TNFalpha-stimulated, Hoechst cell count;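 active means cell count reduction exceeding the screen mean by over 5 SD, scaled to untreated wells per plate, cut at about 78% in these data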;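 further: cells counted after 24 h of TNF alpha exposure following the 1 h pretreatment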
# Calb biofilm kill: clotrimazole potentiators killing Candida biofilms, primary screen, with clotrimazole, Alamar Blue. actives 0.14% (n = 85,000). C. albicans biofilm + clotrimazole. inhibition, % at 6 µM;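 active means inhibition above 20%; inactive means inhibition below 20%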;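 further: preformed 24 hr biofilms exposed to compound for 48 hr; 0% = biofilm without compound and 100% = blank killed by clotrimazole plus chlorhexidine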
# sEH inh: soluble epoxide hydrolase inhibitors, primary screen, biochemical, human sEH; recombinant human sEH enzymatic activity assay; inhibition, % at 2 µM; actives 0.34% (n = 91,000); in the data active means inhibition above about 80%; further: values of inactives mirror those of a sister screen read the other way; many of its hits are not listed in these tables
# ERb SRC1 inh: inhibitors of ERβ-SRC1 coactivator interaction, primary screen, biochemical, TR-FRET, ERβ LBD, SRC-1 peptide; actives 1.3% (n = 86,000); inhibition, % at 25.6 µM; TR-FRET ER-beta LBD / SRC1-Cy5 peptide binding; receptor agonist-loaded with 1 µM estradiol; Estrogen receptor beta (Homo sapiens), Q92731;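 active means compounds whose percent inhibition of the receptor-coactivator binding signal exceeds about 50% in the single-dose screen, limit read from the data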;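 further: 0% = receptor plus peptide wells without compound and 100% = peptide-only wells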
# Target sequence (Q92731 whole entry, looked up, the tested form may be a part): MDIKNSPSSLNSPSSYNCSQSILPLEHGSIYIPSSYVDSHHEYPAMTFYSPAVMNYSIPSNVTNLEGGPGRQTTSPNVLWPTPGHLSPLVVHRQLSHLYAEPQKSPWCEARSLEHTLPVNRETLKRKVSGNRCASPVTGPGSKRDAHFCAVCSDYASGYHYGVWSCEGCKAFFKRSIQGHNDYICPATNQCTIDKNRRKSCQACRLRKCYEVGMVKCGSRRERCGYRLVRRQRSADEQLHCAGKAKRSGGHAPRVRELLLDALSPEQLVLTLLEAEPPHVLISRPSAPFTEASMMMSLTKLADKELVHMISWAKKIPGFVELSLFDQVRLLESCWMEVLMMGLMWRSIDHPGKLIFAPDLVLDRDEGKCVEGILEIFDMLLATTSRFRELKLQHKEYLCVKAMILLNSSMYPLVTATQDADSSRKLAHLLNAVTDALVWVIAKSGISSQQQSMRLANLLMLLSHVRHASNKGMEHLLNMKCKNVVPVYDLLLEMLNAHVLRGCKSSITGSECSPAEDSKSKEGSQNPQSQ
# Starred values were filed as active, the others as inactive; / = no result given; [ ] = remark or other dose. Only part of the results is shown. The share of hits here may be higher or lower than overall.
no.	SMILES	sEH activator	VCAM1 TNFa inh	Smad3 inh	HUVEC tox IL1B	cytoskel mod	HUVEC tox TNFa	Calb biofilm kill	sEH inh	ERb SRC1 inh
1	COc1cc2c(cc1OC)C(c1cccs1)N(C(=O)C(C)C)CC2 (stereo unspecified)	/	-9	8	-31	2	-3	9	/	-7[fluorescence artefact?]
2	Cc1occc1C(=O)NCCCCc1ccccc1	-17	7	11	1	-1	-16	-4	18	-2[fluorescence artefact?]
3	COc1ccnc(Oc2ccc(C)cc2)c1C#N	4	-37	/	-1	9	-17	/	-4	/
4	COc1ccc(NC(=O)Nc2nnc(-c3ccccc3SCc3ccccc3)s2)cc1	-11	-8	2	-2	5	-8	3	8	-14
5	CSc1nncc(/C(C)=N\Nc2ccccc2C)n1	-9	0	/	0	12	-28	/	7	/
6	Cc1ccc(-c2nc(C(=O)NC3CCCCCC3)no2)cc1	3	9	-6	-8	11	-30	0	-4	-6[fluorescence artefact?]
7	CCOC(=O)c1oc2ccccc2c1NC(=O)c1ccccc1OC	/	7	6	-17	14	-43	2	/	-3
8	CCn1c(-c2ccccc2Cl)nn(CC(=O)Nc2cc(Cl)ccc2Cl)c1=S	2	16	/	-17	-6	-20	/	0	/
9	Cn1c(SCc2ccc(Cl)cc2)nc(C(F)(F)F)cc1=O	0	6	/	-15	-3	2	/	3	/
10	Cc1noc(COc2ccc(OCc3nc(C)no3)cc2)n1	9	-2	/	-9	-22	-20	/	-9	/
11	O=C(CCNS(=O)(=O)c1cccs1)N1CCc2ccccc2C1	3	-16	-5	-4	-3	5	3	-5	-9[fluorescence artefact?]
12	C=CCN(CC=C)CC(O)Cn1c2ccccc2c2ccccc21 (stereo unspecified)	3	11	/	-3	16	-18	/	-5	/
13	CC1CCCCN1S(=O)(=O)c1ccc2c(c1)oc(=O)n2CC(=O)O (stereo unspecified)	13	25	-4	19	0	-27	7	-13	11[fluorescence artefact?]
14	O=C(COc1ccccc1)OCc1cc2ccccc2[nH]c1=O	12	37	-13	14	12	-14	9	-13	2[fluorescence artefact?]
15	CCCc1ccc(-c2cc(C(=O)NCCc3ccc(S(N)(=O)=O)cc3)c3ccccc3n2)cc1	8	8	/	20	18	-8	/	-5	/
16	CCCOC(=O)C1[C@H]2C(=O)N(CC3CCCO3)C[C@]23C=C[C@H]1O3 (stereo partly specified)	-3	5	-13	-36	-76	-8	3	3	-10[fluorescence artefact?]
17	O=C(Nc1nccs1)c1cccc(N2C(=O)c3cccc4c([N+](=O)[O-])ccc(c34)C2=O)c1	9	62*	/	2	-6	-1	/	-12	/
18	CC(=O)c1ccc(Cc2ncc(C(F)(F)F)cc2Cl)s1	7	-2	/	-17	-51	4	/	-5	/
19	CC(=O)N1c2ccccc2C(C)(c2ccccc2)CC1(C)C (stereo unspecified)	6	13	4	8	4	0	11	-3	-10
20	O=S(=O)(NCCOc1ccc(F)cc1)c1ccc2c(c1)OCCO2	/	17	/	14	-1	-37	/	/	/
21	COc1cccc(OC)c1C(=O)Nc1cc(C)on1	-1	25	-9	2	-15	-12	7	3	-16
22	CCCCOC(=O)c1ccc(NC(=O)c2cc(Cl)ccc2OC)cc1	2	-3	/	13	56	-16	/	1	/
23	O=C(c1cccs1)c1no[n+]([O-])c1C(=O)c1cccs1	12	6	/	14	-13	-2	/	-13	/
24	CC(C)N1CC(C(=O)Nc2nc3ccccc3s2)CC1=O (stereo unspecified)	3	14	-1	-10	1	-14	8	-4	4
25	O=C(OCc1ccc(F)cc1)c1ccc2c(c1)-c1ccccc1C2=O	17	-14	/	7	6	29	/	-18	/
26	CCOC(=O)Cc1csc(NC(=O)C(C)(C)CC)n1	-6	4	/	-5	-8	-7	/	4	/
27	CCc1nnc(NC(=O)[C@@H](NC(=O)c2cccc(S(=O)(=O)N3CCOCC3)c2)C(C)C)s1	4	11	-2	-18	-20	0	4	-3	-7
28	CCN(CC)C(=O)CSc1nnc(-c2ccco2)o1	2	-7	4	-12	0	-6	10	1	7[fluorescence artefact?]
29	CCCCn1c(NC(=O)c2ccc(Br)o2)c(S(=O)(=O)c2ccccc2)c2nc3ccccc3nc21	-75	-1	/	-9	8	0	/	76	/
30	O=C(Nc1ncc(Cl)cn1)c1cccs1	-9	-6	17	-9	-18	2	0	7	10
31	COc1ccc(CNC2=CC(=O)CC(C)(C)C2)cc1	-3	8	7	-20	12	-12	0	1	-1
32	O=S(=O)(NCC1CCCO1)c1ccc(Cl)c(C(F)(F)F)c1 (stereo unspecified)	0	15	7	-9	-9	-4	4	4	-6[fluorescence artefact?]
33	NC(=O)CSc1nnc(-c2ccoc2)o1	-7	14	4	-46	11	-20	6	9	-2
34	Cc1ccc(NC(=O)C(=O)NCc2ccc(/C=C(/C#N)C(=O)NCc3cccnc3)o2)cc1	-5	1	/	-21	0	-15	/	4	/
35	C=CCSC1=C(C#N)C(c2ccccc2OCC)C(C#N)C(=O)N1 (stereo unspecified)	-6	-6	15[fluorescence artefact?]	-16	-25	-1	3	4	-3
36	Cc1ccc(C2/C(=C(/O)c3cnn(-c4ccccc4)c3C)C(=O)C(=O)N2CCN2CCOCC2)o1 (stereo unspecified)	-11	-5	3	8	-16	-3	3	10	-2
37	COc1ccc(CNC(=O)CSc2nnc(Cn3nnc4ccccc43)n2C)cc1	-5	-1	7	-92	1	-25	2	7	-7
38	CC(C)CNC(=O)CN(C1CCCCC1)S(C)(=O)=O	13	8	-4	-44	8	-10	-5	-10	-31
39	Cc1ccc(NC2c3ncccc3C(=O)N2c2ccccc2C)cc1C (stereo unspecified)	5	5	11	-16	8	-20	1	-8	21[fluorescence artefact?]
40	COc1cc(NC(=O)COc2ccc(-n3cnnn3)cc2)c(OC)cc1Cl	-3	26	23[fluorescence artefact?]	5	3	3	4	0	67*[fluorescence artefact?]
41	Cc1cccc(-c2nsc(SCC(=O)NCc3ccco3)n2)c1	-5	3	5	-3	-30	-3	2	5	-8
42	O=C(NCCO)c1cc2c(s1)CCC2	-1	-1	0	2	-19	13	4	4	-3
43	O=C(Nc1ccc(-c2nc3ccccc3s2)cc1)c1cc(-n2cnnc2)ccc1Cl	11	4	/	-27	6	-14	/	-9	/
44	CCOC(=O)c1ccccc1NC1CC(=O)N(c2ccccc2C)C1=O (stereo unspecified)	9	-5	-4	27	-1	-11	0	-11	-2
45	CN(C)c1cccc(C(=O)Nc2ccc3nc4n(c(=O)c3c2)CCCCC4)c1	4	15	-5	-4	-11	-34	11	-6	-2
46	CCc1nnc(NC(=O)CSc2nc3ccccc3o2)s1	-7	16	/	8	-4	-7	/	9	/
47	CC(C)(C)CC(=O)NC(=S)N1CCCCCC1	3	-46	/	-9	6	/	/	-1	/
48	CCCn1c(SCC(=O)Nc2ccccc2N2CCCCC2)nc2c1c(=O)n(C)c(=O)n2C	1	-4	-5	-68	33	-7	-1	-1	2
49	Cc1c(NC(=O)c2ccc(F)c(S(=O)(=O)N3CCOCC3)c2)c(=O)n(-c2ccccc2)n1C	-3	33	-9	-3	-19	2	6	6	-3
50	COC(=O)Nc1nnc(CCc2ccccc2)s1	-4	1	2	3	4	11	10	3	-5
51	COc1ccccc1C(=O)Nc1ccc2oc(-c3ccc(F)cc3)nc2c1	-1	16	-16	10	-4	-37	5	0	25[fluorescence artefact?]
52	CC(C)C1N(C(=O)CN2CCCC2)CCN1S(=O)(=O)c1ccccc1 (stereo unspecified)	-4	-11	/	-7	2	-29	/	5	/
53	CCCSc1nnc(Nc2ccccc2C)s1	-8	2	-3	-12	0	-4	4	7	1
54	N#CC(c1ccc(Cl)nn1)c1ccc(Cl)cc1Cl (stereo unspecified)	8	14	5	-37	-21	-11	11	-4	-2
55	CCC(C)c1ccc2oc(-c3ccc(NC(=O)Cn4cnc5c(=O)n(C)c(=O)n(C)c54)cc3)nc2c1 (stereo unspecified)	2	13	6	-4	-13	-22	2	0	43[fluorescence artefact?]
56	O=C(N/N=C1/CCCc2ccccc21)C(c1ccccc1)c1ccccc1	-9	7	/	/	4	4	/	9	/
57	Cc1cc(C)c2c(N)c(C(=O)Nc3ncc(C)s3)sc2n1	4	25	-4	-53	-3	/	-2	-2	13
58	CC(CN1CCOCC1)c1ccccc1 (stereo unspecified)	6	2	-23[fluorescence artefact?]	3	33	-2	-2	-6	45[fluorescence artefact?]
59	N#CC1=C(N)OC(c2ccccc2)=C(C#N)C1c1ccc2c(c1)OCO2 (stereo unspecified)	-4	2	3	-9	0	1	5	4	3
60	COc1ccc(C2C(C(=O)O)CC(=O)N2C2CCCCC2)cc1 (stereo unspecified)	2	/	14[fluorescence artefact?]	-39	/	/	6	3	-22[fluorescence artefact?]

# The list goes on.
no.	SMILES	sEH activator	VCAM1 TNFa inh	Smad3 inh	HUVEC tox IL1B	cytoskel mod	HUVEC tox TNFa	Calb biofilm kill	sEH inh	ERb SRC1 inh
61	CC1CCCN(CC(O)CN)C1 (stereo unspecified)	-13	0	4	7	-4	-11	2	13	-10
62	COc1ccc(NC(=S)NC(NC(=O)c2cccc(C)c2)C(Cl)(Cl)Cl)c([N+](=O)[O-])c1 (stereo unspecified)	12	11	4	12	11	-37	7	-6	-2
63	Cn1c(=O)oc2cc(S(=O)(=O)N3CCCC(C(=O)NCc4cccs4)C3)ccc21 (stereo unspecified)	-1	7	-5	9	-2	-17	12	4	-1
64	O=C(Cc1cccs1)Nc1ccc(-c2nc3ccccc3[nH]2)cc1	-1	17	/	13	25	-11	/	4	/
65	CCOC(=O)N1CCN(C(=O)Nc2cccc(Cl)c2)CC1	-4	10	5	22	12	-26	2	4	-6
66	Cc1nc2ccccc2n1CCC(=O)O	-16	19	7	-7	/	-4	6	14	-3
67	COc1ccc(C(=O)N2CCc3cc(OC)c(OC)cc3C2c2cccc([N+](=O)[O-])c2)cc1OC (stereo unspecified)	-3	8	/	2	5	5	/	6	/
68	Cn1c(=O)c2c(O)cc(=O)[nH]c2n(-c2ccccc2)c1=O	5	-23	3	0	-5	-9	8	-5	-7
69	Cc1ccc(-n2nc3c(c2NC(=O)C(C)(C)C)CSC3)c(C)c1	6	8	-4	-13	7	-31	3	-7	4[fluorescence artefact?]
70	O=C(NC1(C(F)(F)F)N=C2SCCN2C1=O)c1ccco1 (stereo unspecified)	-6	6	0	16	26	-17	11	6	-16
71	CCOC(=O)Cc1csc(NC(NC(=O)OCC)(C(=O)OCC)C(F)(F)F)n1 (stereo unspecified)	8	-6	3[fluorescence artefact?]	-30	11	4	-5	-4	-7
72	O=C(Nc1ccccc1-c1ccccc1)NC1CCN(CC(=O)N2CCOCC2)CC1	11	16	/	-7	-16	8	/	-8	/
73	CCCCCOC(=O)c1[nH]c2c(c1C)C(=O)C(C(=O)OC)C(C)C2 (stereo unspecified)	-17	9	-14	0	11	-5	6	19	-7

# 3 compounds already listed, arranged by the value under cytoskel mod, lowest first:
item	SMILES	sEH activator	VCAM1 TNFa inh	Smad3 inh	cytoskel mod	sEH inh	ERb SRC1 inh
61	CC1CCCN(CC(O)CN)C1 (stereo unspecified)	-13	0	4	-4	13	-10
69	Cc1ccc(-n2nc3c(c2NC(=O)C(C)(C)C)CSC3)c(C)c1	6	8	-4	7	-7	4[fluorescence artefact?]
71	CCOC(=O)Cc1csc(NC(NC(=O)OCC)(C(=O)OCC)C(F)(F)F)n1 (stereo unspecified)	8	-6	3[fluorescence artefact?]	11	-4	-7

# Screening results: PubChem BioAssay, several laboratories
